V-ATPase pH – yeast V-ATPase proton transport regulation by pHLuorin | response, % at 10 µM | S. cerevisiae, pHLuorin cytosolic pH fluorescence | actives 0.37% (n = 350,000); in the data active = response mostly above about 7.3%, no sharp cut-off; inactive = mostly below about 5.4%; note: actives read high; inactives centre near 0; some compounds called inactive have numbers as strong as hits; reference of the scale not given here
CAL PDZ FP-1 – inhibitors of human CAL PDZ peptide binding; actives 0.02% (n = 330,000); Q9HD26; AID 504414; purified CAL PDZ, TMR-peptide fluorescence polarization, 1 h; inhibition, % at 20 µM;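 active = highest replicate inhibition of at least 40%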;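 note: plate controls were DMSO neutral control wells for no effect and unlabeled competitor peptide control wells for full effect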
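System: purified tagged CAL PDZ domain construct (CerCALP). Schedule: 1 h incubation at room temperature before polarization reading. Medium: 25 mM sodium phosphate pH 7.4, 150 mM NaCl, TCEP, IgG, Thesit. Read-out: percent inhibition from loss of millipolarization. Measured by: FP readout, S and P plane fluorescence. Probe or stimulus: fluorescent TMR peptide probe.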
CDK5 p35 inh – inhibitors of human CDK5/p35 kinase; inhibition, % at 10 µM; actives 0.01% (n = 330,000); Q00535+Q15078; Recombinant CDK5/p35, ADP-Glo luminescence, 60 min;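 active = highest replicate inhibition of at least 50% and at least 75% of replicates reaching 50%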;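 note: plate controls were DMSO neutral control for no effect and GW8510 at 10 µM for full effect; many of its hits are not listed in these tables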
Target sequence (Q00535 whole entry, looked up): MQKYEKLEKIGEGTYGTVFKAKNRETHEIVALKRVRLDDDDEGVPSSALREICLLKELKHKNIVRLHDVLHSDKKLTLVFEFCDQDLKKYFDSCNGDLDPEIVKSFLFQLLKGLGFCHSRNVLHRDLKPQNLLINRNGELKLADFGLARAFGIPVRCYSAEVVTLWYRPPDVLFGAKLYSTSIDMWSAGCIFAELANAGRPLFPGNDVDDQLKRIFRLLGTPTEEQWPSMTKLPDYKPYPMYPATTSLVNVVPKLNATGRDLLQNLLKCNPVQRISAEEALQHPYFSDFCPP
Target sequence (Q15078 whole entry, looked up): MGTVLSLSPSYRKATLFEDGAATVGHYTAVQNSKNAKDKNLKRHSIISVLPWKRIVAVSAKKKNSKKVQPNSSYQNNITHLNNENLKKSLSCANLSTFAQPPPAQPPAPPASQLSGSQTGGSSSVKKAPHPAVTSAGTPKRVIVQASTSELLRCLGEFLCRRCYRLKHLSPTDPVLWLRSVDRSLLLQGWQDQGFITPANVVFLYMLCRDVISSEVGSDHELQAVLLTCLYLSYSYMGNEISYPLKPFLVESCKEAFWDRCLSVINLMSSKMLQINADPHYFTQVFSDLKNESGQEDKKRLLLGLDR
cardiac RTF act – cardiac RTF calcium sensitization; activation, % at 7.2 µM; P19429+P45379; AID 493008; IANBD-labeled TnC RTF fluorescence at EC20 calcium; 0% EC20 calcium, 100% full calcium; actives 0.24% (n = 340,000);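 active = activation above the mean over all tested compounds plus 3 SD, cut at about 30% in these data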;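 note: rise in fluorescence read as greater calcium sensitivity of cardiac thin filaments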
Rtt109 Vps75 – C. albicans Rtt109 histone acetyltransferase inhibition. purified Rtt109/Vps75, ThioGlo CoA-SH fluorescence, 4 h. inhibition, % at 34.9 µM. actives 0.16% (n = 330,000). AID 540336;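 active = inhibition of at least 50% in every replicate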
Target sequence (Q5AAJ8 whole entry, looked up): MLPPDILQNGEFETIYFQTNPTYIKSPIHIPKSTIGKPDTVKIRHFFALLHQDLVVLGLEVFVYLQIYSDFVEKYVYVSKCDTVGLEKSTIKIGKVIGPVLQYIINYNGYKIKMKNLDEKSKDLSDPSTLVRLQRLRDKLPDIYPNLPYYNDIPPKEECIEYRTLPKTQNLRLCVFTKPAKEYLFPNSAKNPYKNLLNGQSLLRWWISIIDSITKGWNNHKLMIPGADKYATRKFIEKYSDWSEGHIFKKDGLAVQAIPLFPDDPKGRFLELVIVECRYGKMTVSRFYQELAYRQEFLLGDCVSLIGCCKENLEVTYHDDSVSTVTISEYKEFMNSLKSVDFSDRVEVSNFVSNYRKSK
Tat transport – inhibitors of E. coli Tat protein transport; E. coli MC4100 TorA-mCherry Tat export, fluorescence; inhibition, % at 10 µM; actives 0.036% (n = 340,000);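 active = mean replicate inhibition at least 50% and at least half of replicates individually reaching 50%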;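 note: exported cargo escapes ClpAP degradation while cytoplasmic cargo is degraded and loses fluorescence; 0% = median of neutral control wells and 100% = median of NaSCN control wells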
CAL PDZ FP-2 – inhibitors of human CAL PDZ peptide binding; actives 0.92% (n = 300,000); purified CAL PDZ, TMR-peptide fluorescence polarization, 1 h; inhibition, % at 24.9 µM; AID 602252; Q9HD26;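 active = mean inhibition of at least 30% with at least half of replicates also reaching 30%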;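 note: 0% = DMSO neutral control and 100% = excess unlabeled competitor peptide PRC23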
MITF act – increases MITF-driven TRPM1 promoter luciferase signal. actives 0.75% (n = 300,000). SK-MEL-5 TRPM1-promoter luciferase, 24 h; % of positive control, neutral wells = 0. activation, % at 12.5 µM. AID 588334;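 active = mean activation of at least 80% with every replicate also reaching 80%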;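 note: 0% = neutral control wells and 100% = parthenolide positive control wells; values of inactives mirror those of a sister screen read the other way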
dFosB activator – enhances mouse delta FosB homodimer DNA binding; AID 493131; actives 0.99% (n = 340,000); activation, % at 25 µM; P13346; purified delta FosB, TAMRA-CDK5 oligo fluorescence polarization; percent of positive-control signal above neutral wells;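 active = mean activation above about 17%, with every replicate also reaching it, limit read from the data, passing the limit was not always enough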;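 note: fluorescence polarization rise as delta FosB binds a TAMRA Cdk5 AP-1 oligo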
Wnt act – Wnt/beta-catenin pathway activation; Wnt/beta-catenin reporter cell assay, activator, plate reader; activation, % at 9.35 µM; actives 1.2% (n = 300,000); in the data active = activation above about 30%, passing the limit was not always enough;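 note: 0% = neutral control wells and 100% = positive control wells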
Active calls of the source: *; / = not tested or not shown.

Below each compound – V-ATPase pH	CAL PDZ FP-1	CDK5 p35 inh	cardiac RTF act	Rtt109 Vps75	Tat transport	CAL PDZ FP-2	MITF act	dFosB activator	Wnt act
CC1CCCCC1NS(=O)(=O)CCNC(=O)c1ccccc1 (stereo not given)
    4	0.0	-3.5	18	-4	-4	35*	1	-5	-2
O=C(Nc1ccccc1)C1=C(O)CC(c2ccoc2)CC1=Nc1ccccc1 (stereo not given)
    -6	-1.0	3.8	-1	9	-16	-6	7	1	/
Cc1cc(C)cc(NC(=O)C(OC(=O)Cn2cnc3c2c(=O)n(C)c(=O)n3C)c2ccccc2)c1 (stereo not given)
    -5	-2.6	-1.1	-9	1	-4	-6	21	-18	-2
CCOc1cc(N2CCOCC2)c(OCC)cc1NC(=O)CN1C(=O)NC(Cc2ccccc2)C1=O (stereo not given)
    1	-1.4	-3.0	12	8	7	/	-1	-8	/
COC(=O)Cn1ncc2c3ccccc3n(Cc3ccccc3)c2c1=O
    7	0.0	-1.3	2	-1	-9	/	/	-13	/
O=C(CCCCCn1c(=O)[nH]c2ccccc2c1=O)NCCCN1CCN(c2ccccc2F)CC1
    -5	-2.4	2.0	-7	13	-7	-2	-9	-13	17
O=C(Nc1ccc2[nH]c(=O)[nH]c2c1)C(F)(F)F
    -3	-1.0	-0.9	1	9	-2	2	2	7	-1
O=C(CCS(=O)(=O)c1ccc(Cl)cc1)Nc1nccs1
    4	0.1	1.0	0	-16	-4	-1	4	3	3
COc1cccc(-c2ccc3c(c2)S(=O)(=O)c2cccc(C(=O)O)c2C3=O)c1OC
    -2	-0.4	0.1	-6	4	14	-2	3	2	0
O=C(NC1CC1)C1=C[C@@H](c2csc3ccccc23)C[C@@H](OCc2ccc(CO)cc2)O1
    -1	-0.2	-0.3	0	-5	6	-4	5	2	-2
CC(C)CNC(=O)C(=O)NCc1ccccc1
    1	-2.1	1.0	-7	/	-3	-3	-6	-3	-2
COc1cc(/C=N/Nc2nc(=O)[nH]nc2C)ccc1O
    -4	-3.3	-0.2	-3	23	1	5	-5	1	-3
CSc1nnnn1-c1ccc(C)c(Cl)c1
    -3	-0.3	0.2	3	-3	0	6	-8	0	3
COc1ccc(/C=C/C(=O)c2cc(Br)ccc2OC(=O)c2ccco2)cc1OC
    1	-2.7	0.6	10	-3	-1	-5	-7	0	-1
COc1ccc(/C=N/NC(=O)C2c3ccccc3Oc3ccccc32)c(OC)c1
    2	-0.5	-2.1	7	3	-6	/	/	0	/

The last 2 entries of the part before lead into the next:
Below each compound – V-ATPase pH	CAL PDZ FP-1	CDK5 p35 inh	cardiac RTF act	Rtt109 Vps75	Tat transport	CAL PDZ FP-2	MITF act	dFosB activator	Wnt act
COc1ccc(/C=C/C(=O)c2cc(Br)ccc2OC(=O)c2ccco2)cc1OC
    1	-2.7	0.6	10	-3	-1	-5	-7	0	-1
COc1ccc(/C=N/NC(=O)C2c3ccccc3Oc3ccccc32)c(OC)c1
    2	-0.5	-2.1	7	3	-6	/	/	0	/
O=C(Nc1sc2c(c1C(=O)O)CCCC2)c1ccc(Cl)cc1
    -1	-27	0.5	0	-2	8	-3	15	-6	0
CCCC(=O)C1=C(O)C(C(=O)OC)C(C)(C)CC1=Nc1ccncc1 (stereo not given)
    0	-1.2	2.1	-4	2	1	-2	-13	1	/
O=C(NCCCN1CCOCC1)c1cc2c(s1)CSC2
    2	-0.6	1.2	0	-8	-11	/	0	-6	/
CCOc1ccc(C(=O)n2cnnc2N)cc1
    2	-2.7	-1.4	1	-7	-6	-5	-6	-3	-1
CCOC(=O)c1ccc(NC(=O)CN2C(=O)CCC2=O)cc1
    3	-0.9	0.9	-4	-9	-3	-2	-1	0	-2
CC(=O)N1[C@H](C)C=C[C@]1(Cc1ccccc1)C(=O)NCc1cc(F)cc(C(F)(F)F)c1
    -4	-0.7	0.4	1	8	4	-11	15	-5	-1
CC1CCCCN1S(=O)(=O)c1ccc2c(c1)C(C)(C)C(=O)N2C (stereo not given)
    1	-0.2	-0.8	1	1	-2	/	8	4	-1
O=C(c1ccccc1)n1c(=O)cc[nH]c1=O
    1	0.7	0.7	15	0	-2	-5	12	-2	-1
CC(C)(C)OC(=O)C[C@@H]1C/C=C\C[C@@H](CC(=O)N[C@@H](CO)Cc2ccccc2)C(=O)N2CCC[C@@H]2COC1=O
    9	2.9	-2.8	5	1	20	-1	14	-10	-4
O=C1c2ccc(Cl)cc2S(=O)(=O)c2cccc(C(=O)N3CCN(c4ncc(Br)cn4)CC3)c21
    3	1.1	0.8	8	1	4	-2	-6	-15	-3
O=C(O)c1cc(S(=O)(=O)N(Cc2ccccc2)c2ccccc2Cl)ccc1Cl
    5	0.0	-0.2	-2	10	-5	-6	/	-2	-1
CCCCCCCC(=O)N/N=C/c1ccncc1
    4	-2.5	-1.7	7	0	6	-11	11	-15	1
CC1CCN(C(=O)COC(=O)Cc2c[nH]c3ccccc23)CC1
    13*	-2.4	-1.7	1	-29	3	-1	-13	0	-1
COc1ccc(S(=O)(=O)N(C)c2ccc(C(=O)N3CCCCC3)cc2)cc1OC
    6	1.6	0.6	-3	-5	-3	2	-20	-5	0
Cn1c(=O)n(CC(=O)NCC2CCCO2)c(=O)c2c3c(sc21)COC(C)(C)C3 (stereo not given)
    2	0.0	-0.5	0	-1	-3	-5	-5	-8	-1
CNC(=O)CN(CCc1ccccc1)S(=O)(=O)c1ccc(OC)cc1
    1	-0.6	-0.2	-3	1	-7	-4	-6	4	0
Cc1c(C)c2ccc(OCC(=O)N(C)C3CCS(=O)(=O)C3)c(C)c2oc1=O (stereo not given)
    3	-2.4	-2.0	1	4	-1	0	-10	-11	-1
CC(=O)N1CCc2cc(S(=O)(=O)NC(C(=O)NC(C)c3ccccc3)C(C)C)ccc21 (stereo not given)
    -3	-1.2	0.0	-4	-2	5	1	10	1	-1
c1ccc(COCCN2CCN(CCOCc3ccccc3)CC2)cc1
    7	-1.1	0.0	-10	1	-2	0	11	3	-1
COc1ccc(-c2cc(C(F)(F)F)nc(N3CCN(C)CC3)n2)cc1
    2	-2.2	/	-9	4	-1	5	24	-16	/
Cc1cc(CNC(=O)C2CCC(=O)N(CCc3cccc(F)c3)C2)nn1C (stereo not given)
    0	-2.1	-3.1	-2	-2	25	-1	-1	1	-2
COc1cc(NC(=O)c2ccc(S(=O)(=O)N(C)c3ccccc3OC)cc2)cc(OC)c1
    2	-1.3	1.5	1	-3	7	-7	-13	-7	-3
CN(C(=O)Cn1cnc2sccc2c1=O)C1CCCCC1
    -2	-2.9	-1.9	1	-11	4	-2	-10	6	0
Cc1ccc(NC(=O)CSc2nnc(-c3ccncc3)n2C)cc1C
    -5	-1.2	-4.5	-1	0	-11	/	3	-4	/
COc1ccc(N2CCN(C3CCCN(C(=O)CN4CCOC4=O)C3)CC2)cc1 (stereo not given)
    5	-1.0	-0.7	-5	-18	2	-1	0	-5	0
O=[N+]([O-])c1ccccc1S(=O)(=O)n1nnc2ccccc21
    1	-0.1	-2.1	2	2	5	2	6	2	/
Oc1c(C(c2cccs2)N2CCN(c3cccc(Cl)c3)CC2)sc2ncnn12 (stereo not given)
    1	0.1	0.3	0	23	7	7	10	-12	-1
O=C(c1ccc(N2CCN(C(=O)c3ccccc3)CC2)cc1)c1cccc(F)c1
    1	-4.5	-3.3	1	7	5	-3	/	-9	-3
COc1cc(C(=O)OCCN2CCOCC2)cc(OC)c1OC
    5	-2.8	0.6	-1	-7	5	-1	-4	-8	1
COc1ccc(CCNc2ncnc3c2nnn3Cc2ccccc2)cc1
    7	0.4	-2.4	-2	-4	3	0	/	-5	2

One compound at a time, as listed above. Screens in order: V-ATPase pH, CAL PDZ FP-1, CDK5 p35 inh, cardiac RTF act, Rtt109 Vps75, Tat transport, CAL PDZ FP-2, MITF act, dFosB activator, Wnt act
COc1ccc(CCNc2ncnc3c2nnn3Cc2ccccc2)cc1 as listed: 7, 0.4, -2.4, -2, -4, 3, 0, /, -5, 2
COc1ccc(-c2cc(C(F)(F)F)nc(N3CCN(C)CC3)n2)cc1 as listed: 2, -2.2, /, -9, 4, -1, 5, 24, -16, /
COc1cc(NC(=O)c2ccc(S(=O)(=O)N(C)c3ccccc3OC)cc2)cc(OC)c1 as listed: 2, -1.3, 1.5, 1, -3, 7, -7, -13, -7, -3
COc1cc(C(=O)OCCN2CCOCC2)cc(OC)c1OC as listed: 5, -2.8, 0.6, -1, -7, 5, -1, -4, -8, 1
COc1ccc(N2CCN(C3CCCN(C(=O)CN4CCOC4=O)C3)CC2)cc1 (stereo not given) as listed: 5, -1.0, -0.7, -5, -18, 2, -1, 0, -5, 0

The listing picks up, repeating the three entries before the break.
Below each compound – V-ATPase pH	CAL PDZ FP-1	CDK5 p35 inh	cardiac RTF act	Rtt109 Vps75	Tat transport	CAL PDZ FP-2	MITF act	dFosB activator	Wnt act
O=C(c1ccc(N2CCN(C(=O)c3ccccc3)CC2)cc1)c1cccc(F)c1
    1	-4.5	-3.3	1	7	5	-3	/	-9	-3
COc1cc(C(=O)OCCN2CCOCC2)cc(OC)c1OC
    5	-2.8	0.6	-1	-7	5	-1	-4	-8	1
COc1ccc(CCNc2ncnc3c2nnn3Cc2ccccc2)cc1
    7	0.4	-2.4	-2	-4	3	0	/	-5	2
O=C(c1ccco1)N1CCCC(c2nc3c(nnn3Cc3ccc(Cl)cc3Cl)c(=O)[nH]2)C1 (stereo not given)
    1	-3.4	-1.6	0	17	1	-5	/	-7	0
COc1cc2c(C(=O)N3CCN(c4ccccc4F)CC3)cn(C)c(=O)c2cc1OC
    1	2.9	1.0	-1	-3	2	-2	-8	-5	-1
CCOc1ccc(CCNC(=O)C2CCN(c3nnc(-n4cccc4)s3)CC2)cc1
    1	-0.1	-1.1	4	5	3	/	-1	-3	8
COCCNC(=O)/C(C#N)=C/C=C/c1ccccc1
    -1	-1.0	-5.0	12	-7	32	-3	12	0	10
Cc1ccccc1NC(=S)NNC(=O)c1csc2c1CCC(C)C2 (stereo not given)
    1	-3.4	5.1	-6	6	-5	/	-2	0	-17
COC(=O)N/N=C/c1cc(Cl)c(OCc2ccc(F)cc2)c(OC)c1
    -5	-1.3	1.0	-14	3	-3	-1	0	6	/
CCOc1ccc(C(=O)Nc2nnc(S(=O)(=O)N(C)Cc3ccco3)s2)cc1
    0	-1.2	-0.1	5	-4	-11	-3	-11	-10	3

Screening data: PubChem BioAssay, several laboratories
